Screens deposited in PubChem by several laboratories.
GC-A act: GC-A stimulated cGMP production enhancers – HEK293 GC-A cells, cGMP TR-FRET, EC30 ANP, primary screen; 0.14% of 370,000 active; AID 1671463, 2021; 0% at EC30 ANP, 100% saturating ANP; activation, % at 10 µM; Atrial natriuretic peptide receptor 1 (Homo sapiens), P16066; in the data active means activation above about 40%
proKLK7 act: proKLK7 zymogen activators, primary screen, biochemical, fluorescence intensity. Kallikrein-7 (Homo sapiens), P49862. purified proKLK7, EDANS-DABCYL substrate fluorescence; 100% is mature enzyme control, 0% vehicle. activation, % at 7 µM. 0.9% of 370,000 active. AID 652039, 2013;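 active means activation above the mean of all tested compounds plus 3 SD, computed per campaign excluding outliers beyond control limits, cut at about 13% in these data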
Target sequence (P49862 whole entry, looked up): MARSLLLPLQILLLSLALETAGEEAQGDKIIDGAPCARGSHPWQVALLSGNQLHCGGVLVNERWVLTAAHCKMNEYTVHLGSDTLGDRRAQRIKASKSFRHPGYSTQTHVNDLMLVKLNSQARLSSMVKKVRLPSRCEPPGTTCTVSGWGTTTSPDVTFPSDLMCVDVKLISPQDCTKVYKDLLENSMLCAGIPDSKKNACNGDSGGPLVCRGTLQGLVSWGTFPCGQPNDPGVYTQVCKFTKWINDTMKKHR
GAA850 FXN act: FXN promoter activators, primary screen, cell-based, luciferase luminescence, HEK293 lucGAA850. HEK293 lucGAA850 FXN promoter luciferase reporter, 24 h; percent of 10 µM SAHA response. activation, % at 6 µM. 0.56% of 360,000 active. AID 540364, 2011;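 active means activation above the average of all compounds screened plus 3 SD, cutoff fixed separately per campaign, cut at about 7.5% in these data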;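 further: 0% = DMSO wells and 100% = 10 µM SAHA wells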
hgDAF-12 ag: H. glycines DAF-12 receptor agonists, primary screen, cell-based, luminescence, HEK293, GAL4 fusion, UAS-luciferase. activation, % at 6.8 µM. AID 687014, 2013. Nuclear hormone receptor DAF-12 (Heterodera glycines), GAL4 fusion. HEK293 GAL4-hgDAF12 UAS-luciferase reporter, agonist luminescence; normalized to butyrate control. 1.8% of 370,000 active;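 active means activation above a cutoff set at the mean of all screened compounds plus 3 SD, cut at about 10% in these data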;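 further: 0% = DMSO wells and 100% = sodium butyrate wells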
NPR2 activator: human GC-B receptor activators, primary screen, HEK293 GC-B cells, cGMP TR-FRET, EC30 CNP | Atrial natriuretic peptide receptor 2 (Homo sapiens), P20594 | 0% at EC30 CNP, 100% saturating CNP | activation, % at 10 µM | 0.11% of 370,000 active;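 active means activation at 10 µM reaching about 35% in either raw or pattern-adjusted values, limit read from the data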
DAX1 inh-1: DAX1 (NR0B1) inhibitors, primary screen, cell-based, HEK293, Gal4-DAX1, luciferase luminescence. Nuclear receptor subfamily 0 group B member 1 (Homo sapiens), P51843. AID 504766, 2011. HEK293 Gal4-DAX1 luciferase reporter. inhibition, % at 6.75 µM. 0.99% of 340,000 active;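 active means inhibition above the mean over all tested compounds plus 3 SD, cut at about 4.2% in these data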;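 further: 0% = DAX1-transfected cells with DMSO and 100% = empty-vector control cells with DMSO; inhibition shows as a rise in luminescence from relieved DAX1 repression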
Target sequence (P51843 207-470 limits assumed): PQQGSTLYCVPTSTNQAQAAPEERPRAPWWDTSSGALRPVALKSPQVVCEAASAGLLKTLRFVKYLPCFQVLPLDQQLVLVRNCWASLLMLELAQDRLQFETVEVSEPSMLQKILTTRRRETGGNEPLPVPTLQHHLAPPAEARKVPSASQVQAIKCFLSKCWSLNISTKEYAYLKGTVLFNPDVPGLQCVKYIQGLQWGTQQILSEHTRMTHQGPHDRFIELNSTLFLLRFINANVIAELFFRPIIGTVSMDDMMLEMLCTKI
sPLA2-III inh: human group III sPLA2 inhibitors, primary screen, biochemical, QFRET, BODIPY PC-A2 liposome substrate; Group 3 secretory phospholipase A2 (Homo sapiens), Q9NZ20; QFRET BODIPY PC-A2 liposome hydrolysis, fluorescence; inhibition, % at 12.2 µM; 0.56% of 370,000 active; AID 743126, 2013;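 active means inhibition above mean plus 3 SD of compounds lying within the high and low control bounds, cut at about 19% in these data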;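 further: 0% = median of test compound wells and 100% = no enzyme DMSO wells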
Target sequence (Q9NZ20 whole entry, looked up): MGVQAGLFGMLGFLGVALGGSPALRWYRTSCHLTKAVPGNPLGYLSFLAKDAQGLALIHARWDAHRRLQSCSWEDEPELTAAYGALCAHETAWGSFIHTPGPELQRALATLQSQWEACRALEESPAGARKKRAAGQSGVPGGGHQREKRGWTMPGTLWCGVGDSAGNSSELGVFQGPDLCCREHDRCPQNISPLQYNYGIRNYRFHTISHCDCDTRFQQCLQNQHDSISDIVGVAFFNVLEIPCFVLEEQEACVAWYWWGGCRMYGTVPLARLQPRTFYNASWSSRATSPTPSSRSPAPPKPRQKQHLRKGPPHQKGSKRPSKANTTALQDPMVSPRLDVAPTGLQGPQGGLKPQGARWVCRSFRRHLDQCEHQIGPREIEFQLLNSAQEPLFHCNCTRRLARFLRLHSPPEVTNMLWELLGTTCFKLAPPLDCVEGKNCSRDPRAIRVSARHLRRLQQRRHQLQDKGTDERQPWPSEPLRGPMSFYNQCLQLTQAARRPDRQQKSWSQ
SMARCA2 act: SMARCA2 (BRM) function activators, primary screen, cell-based, luminescence, high throughput; 1% of 370,000 active; AID 652017, 2013; MG213 cells, MMTV-luciferase reporter, dexamethasone, overnight; activation, % at 9.1 µM; in the data active means activation above about 7.8%;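 further: 0% = vehicle wells and 100% = reference activator wells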
ssDAF-12 act: S. stercoralis DAF-12 nuclear receptor activators, primary screen, cell-based, luminescence, HEK293, GRIP1 co-expression, lit1-tk-luc; Nuclear hormone receptor DAF-12 (Strongyloides stercoralis); HEK293 ssDAF-12/GRIP1 lit1-tk-luc reporter; % of 3 µM dafachronic acid response; activation, % at 6.8 µM; 1% of 370,000 active; AID 652126, 2013;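 active means activation above the mean over all tested compounds plus 3 SD, cut at about 0.9% in these data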;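 further: 0% = DMSO-only wells and 100% = 3 µM delta7-dafachronic acid wells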
DAX1 inh-2: DAX1 (NR0B1) inhibitors on StAR promoter, primary screen, cell-based, luminescence, SF-1 (NR5A1), full-length DAX-1 | HEK293T StAR-luciferase reporter, SF-1/DAX-1 repression relief | inhibition, % at 6.8 µM | 1.1% of 370,000 active | AID 652010, 2013;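 active means inhibition above the mean over all tested compounds plus 3 SD, cut at about 3.6% in these data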;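 further: 0% = DAX-1 cells with DMSO and 100% = cells lacking DAX-1 with DMSO; higher inhibition means more luminescence from relief of DAX-1 repression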
hcDAF-12 act: H. contortus DAF-12 nuclear receptor activators, primary screen, cell-based, luminescence, HEK293, lit1-tk-luc reporter | 1.4% of 370,000 active | activation, % at 6.8 µM | HEK293 hcDAF-12 lit1-tk-luc reporter; 0% DMSO, 100% Δ7-dafachronic acid;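 active means activation above the mean of all tested compounds plus 3 SD, cut at about 5.5% in these data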;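 further: 100% = response to 3 µM Δ7-dafachronic acid high control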
* hit, by the source's call; . = no result given. Rows are unselected. Share with any hit: about 6.7%.

SMILES	GC-A act	proKLK7 act	GAA850 FXN act	hgDAF-12 ag	NPR2 activator	DAX1 inh-1	sPLA2-III inh	SMARCA2 act	ssDAF-12 act	DAX1 inh-2	hcDAF-12 act
Cc1ccc(Cn2cc(CN3CC(N4CCN(C5CCN(C)CC5)CC4)CS3(=O)=O)nn2)cc1 (stereo unspecified)	-0.5	-0.4	.	-1.7	3.9	.	5.5	-1.3	-1.0	4.7*	0.1
O=C(N[C@H](Cc1ccccc1)C(=O)N1CCN(CC(=O)N2CCCC2)CC1)[C@H]1O[C@@H](n2ccc(=O)[nH]c2=O)[C@H](O)[C@@H]1O	0.2	-0.1	.	2.6	-0.1	.	7.8	-2.1	-1.1	0.8	0.1
COc1ccc(Nc2nnc(-c3ccc4c(c3)OCO4)o2)cc1	3.6	-0.1	.	22.1*	3.9	.	2.6	3.7	1.5*	3.4	5.8*
CCN(c1ccccc1)S(=O)(=O)c1ccc(C(=O)Nc2nnc(C3CC3)o2)cc1	1.2	-0.8	-0.9	-1.2	-0.8	-1.7	5.1	-4.1	-0.7	-1.7	-0.6
CC(CC(=O)O)CC(=O)Nc1nncs1 (stereo unspecified)	2.9	0.0	0.1	1.0	5.5	3.0	-0.8	5.0	-1.1	-0.6	-0.2
CCOC(CNC(=O)c1ccc2c(c1)ncn2-c1cccc(F)c1)OCC	2.4	-0.7	2.2	-4.2	2.6	3.1	-3.8	1.0	-1.6	0.7	-2.1
CC1CCCN(C(=O)CCNS(=O)(=O)c2ccc3c(c2)c(=O)n(C)c(=O)n3C)C1 (stereo unspecified)	-1.9	0.2	0.3	-1.3	1.0	0.2	6.2	-0.1	-1.0	-0.4	0.6
COCCN1CCC(CNCc2c(C(=O)N3CCCCC3)nc3c(C)cccn23)C1 (stereo unspecified)	-3.2	0.6	-0.2	-5.5	3.1	-2.2	4.3	-2.8	-0.2	0.5	-1.0
Cc1c(Cl)c([N+](=O)[O-])nn1CC(=O)NC(C)c1ccccc1 (stereo unspecified)	4.2	-0.7	0.6	0.9	1.1	-0.4	0.2	-1.1	-0.7	-0.3	-1.1
CCc1nnc(NC(=O)CSc2nc(-c3ccccc3)cc(-c3ccc(OC)cc3)c2C#N)s1	2.2	-0.9	0.4	-3.8	-3.5	1.0	-3.4	-0.9	-0.5	0.3	-0.1
COC(=O)c1ccc(C2C(Oc3ccccc3C)C(=O)N2CCc2ccc(OC)c(OC)c2)cc1 (stereo unspecified)	-8.7	-0.2	-4.8	0.8	-13.8	-0.7	-12.7	-2.5	-1.7	-0.8	-1.6
CCOc1ccc(C(C)NC(=O)CN2C(=O)NC3(CCCCC3)C2=O)cc1OCC (stereo unspecified)	1.9	0.6	0.4	-1.5	-1.5	0.4	3.0	5.1	-1.3	-0.3	-1.4
COc1ccc2nc(NC(=O)c3cc(C)oc3C)sc2c1	9.8	0.7	2.2	10.6*	0.2	-0.3	-6.0	2.0	-0.2	2.3	1.4
COC(=O)/C=C/CSC1=N/C(=C/c2ccc(-n3cncn3)cc2)C(=O)N1	-3.9	-0.2	0.1	-1.5	-4.5	0.4	2.8	-2.4	-1.5	-0.2	-1.4
Cc1ccc(Cn2cc(CN3CC(N4CCSCC4)CS3(=O)=O)nn2)cc1 (stereo unspecified)	-1.1	-0.9	.	-1.5	5.7	.	2.9	1.0	-1.0	2.4	-1.0
CCOc1ccc(C(=O)NCC(=O)NCC(c2ccc(OC)cc2)N2CCOCC2)cc1OCC (stereo unspecified)	0.4	-0.7	0.6	0.3	3.0	1.4	5.8	-2.4	-0.6	-0.8	-1.4
CC(C)(C)n1nnnc1C(c1ccccc1)N1CCN(c2ncc(C(F)(F)F)cc2Cl)CC1 (stereo unspecified)	-0.5	0.7	.	1.3	1.3	.	4.4	-2.0	-1.6	-0.9	-2.2
CC1C(=O)NN=C1C(=O)N/N=C/c1ccco1 (stereo unspecified)	-1.6	-0.1	0.7	0.8	2.8	1.3	9.2	-3.9	-0.8	0.0	0.6
CCC(Cc1ccccc1)NS(=O)(=O)c1csc(C(N)=O)c1 (stereo unspecified)	0.9	-0.8	-1.6	-0.9	-1.4	-0.1	-0.9	0.4	-0.7	-0.4	-1.4
O=C(NCCN1CCN(C(=O)c2cccc(OC(F)F)c2)CC1)c1cccc(OC(F)F)c1	-1.0	0.7	1.0	-2.4	0.0	0.0	-1.1	-1.4	-1.4	-1.5	-0.9
COc1cccc(S(=O)(=O)N2CCN(Cc3ccc4c(c3)OCO4)CC2)c1	-2.0	-0.4	1.3	-1.5	-1.4	0.2	2.4	-1.1	-1.3	1.4	-2.5
COc1cc(NC2c3ncccc3C(=O)N2Cc2ccco2)cc(OC)c1OC (stereo unspecified)	0.3	0.0	2.4	5.2	-4.1	-0.6	-3.3	-0.7	-0.9	-0.2	2.1
c1cncc(C2SCCCS2)c1	0.9	0.0	-0.1	3.9	1.3	0.8	-7.0	-3.6	-1.2	1.9	0.5
O=C(OCC(=O)N1CCC(Cc2ccccc2)CC1)c1cncc(Br)c1	0.2	-0.1	-0.3	0.3	3.9	-0.5	-2.4	-0.6	-0.3	-1.6	-0.7
COC(=O)Nc1sccc1C(=O)Nc1sccc1C(=O)OC	-1.6	-5.8	-1.6	0.7	-1.0	-0.1	6.8	-2.7	-1.4	-1.0	-0.9
COCCn1c(SCC(=O)c2c(N)n(C)c(=O)n(C)c2=O)nc2ccccc21	-1.3	0.3	-1.2	2.0	-0.7	-0.7	-0.1	0.7	-1.4	0.4	0.5
Cc1cc(C)c(C(=O)CC(=O)c2ccccc2Cl)c(O)c1	-4.6	-0.3	0.0	-1.5	2.5	0.9	-19.7	-2.1	-1.3	-0.6	-2.8
Clc1ccc(-c2nnc(-c3ccccc3)o2)c(Cl)c1	7.7	-0.2	2.9	16.0*	-2.9	0.8	3.6	5.4	0.1	4.0*	4.6
CC(C)n1c(-c2cccnc2)nc2cnccc21	2.3	0.6	-4.0	1.9	1.1	2.0	5.5	2.7	-0.8	-0.4	-0.4
Cc1cc(NC(=O)c2cncc(Br)c2)ccc1NC(=O)c1cc2ccccc2o1	-1.9	-0.8	-4.7	-1.2	0.7	0.4	3.8	-2.5	-0.6	0.1	0.8
CCc1ccc(NC(=O)c2ccccc2NC(=O)C2CCCO2)cc1 (stereo unspecified)	2.2	-0.5	7.4	12.9*	-2.0	0.1	2.2	6.7	0.4	2.2	3.1
CCOc1ccc(NS(=O)(=O)c2ccc(OCC(=O)NCCCOC)cc2)cc1	0.3	-0.1	2.0	1.1	-0.4	0.8	-0.8	-2.8	-0.9	-0.5	-1.1
O=C(O)CC1(O)C(=O)N(Cc2ccccc2)c2ccccc21 (stereo unspecified)	0.1	0.2	0.5	-0.8	-3.0	-0.3	-0.5	0.3	-1.1	0.3	-1.5
CN(CCC#N)C(=O)COC(=O)/C=C/c1ccc2c(c1)OCO2	4.8	1.7	0.5	3.8	-2.4	-0.2	7.8	-3.6	-0.7	0.6	-0.2
Cc1nc(N/N=C/c2ccc(O)cc2)c2cnn(-c3ccccc3)c2n1	-1.7	-1.9	0.1	-2.3	-11.9	-1.6	-39.5	-3.8	-1.7	1.4	0.8
Cc1ccc(Cn2cnc3c(cnn3-c3ccc(F)cc3)c2=O)cc1	-1.1	-0.4	-0.9	-1.0	-2.7	0.9	0.5	-2.4	-1.7	0.7	0.0
CCCCNS(=O)(=O)c1ccc2nc(SCC(=O)c3ccccc3OC)[nH]c2c1	-3.4	-0.4	-4.0	-6.0	3.5	-2.1	-73.4	-5.4	-2.7	-1.6	-3.7
Cc1nnc(SCC(=O)Nc2ccccc2C(=O)NC2CC2)s1	-1.2	-0.2	3.3	-1.2	2.2	0.8	-0.5	7.3	-1.0	-0.4	-1.1
O=C(Oc1c(CN2CCOCC2)cc(Cl)c2cccnc12)c1ccccc1F	1.4	0.2	7.7*	-2.4	2.4	-2.5	-1.0	39.3*	-2.3	-1.2	0.7
C[C@H]1CN([C@@H](C)CO)S(=O)(=O)c2ccc(Br)cc2O[C@H]1CN(C)C(=O)CN(C)C	0.5	-0.2	.	-2.1	1.0	.	8.1	-1.9	-0.9	2.3	-1.2
CCN1C(=NCCc2ccccn2)N[C@@H](c2cccc(C(F)(F)F)c2)C(C(=O)OC)=C1C	-20.3	0.5	-5.3	2.7	-23.1	1.4	-0.5	1.6	-1.6	-0.4	0.9
O=C(/C=C/NNC(=O)c1ccc(Br)cc1)c1ccccc1	2.3	0.3	-1.6	2.4	-5.5	2.1	-5.9	4.6	-1.2	-0.1	-0.2
O=C(NCC(=O)N1CCC(N2CCCCC2)CC1)C1CCCCC1	-1.4	0.1	-0.6	2.7	4.5	-0.3	0.7	1.2	-1.6	0.0	-0.8
Cc1ccc(N2CC(C(=O)Nc3cccnc3)CC2=O)cc1Cl (stereo unspecified)	-4.1	-0.1	1.1	-2.0	0.8	1.7	-3.9	-2.0	-0.8	0.2	-2.8
Cc1ccc(S(=O)(=O)N2CCCOC2CNC(=O)C(=O)NCCN2CCOCC2)cc1 (stereo unspecified)	3.5	-0.4	0.5	-0.8	-0.7	-0.6	-0.4	-0.7	-0.5	0.4	-1.3
CCN(C(=O)c1cc2c(=O)n3ccccc3nc2n1CCCOC)C1CCCCC1	10.1	54.7*	3.3	-1.6	2.0	0.1	-1.0	0.0	-1.3	-2.1	-3.2
Cn1c(=O)c2c(nc(OCCc3ccccc3)n2C)n(C)c1=O	9.4	-0.1	-1.9	-1.3	-8.0	-0.7	3.5	-3.7	-0.8	1.1	-2.1
O=S(=O)(c1ccccc1)N1CCN(S(=O)(=O)N2CCCCCC2)CC1	1.2	-0.2	-0.1	-1.0	0.8	-1.9	-3.3	-3.3	-1.1	-0.2	0.4
O=C(c1cccc2c1C(=O)N(Cc1cccnc1)C2)N1CCN(c2ccccc2)CC1	-2.6	-0.3	-0.8	-0.8	5.2	0.2	-1.8	-1.8	-0.8	-0.1	0.4
FC(F)(F)c1cccc(-c2noc(CN3CCOCC3)n2)c1	-1.8	-0.3	0.2	-0.3	2.5	2.5	-4.0	-0.5	-0.3	-0.3	-2.6
CC(C(=O)Nc1ccc(F)c(F)c1)N1CCN(C)CC1 (stereo unspecified)	1.2	-0.7	0.4	2.1	-3.0	0.7	14.2	-2.8	-1.2	0.1	-0.1
